PriA SSB inh: blocks PriA binding to SSB C-terminal tail; inhibition, % at 33 µM; AlphaScreen SSBct-PriA binding, biotinylated peptide; 0.6% of 430,000 active; in the data active means inhibition mostly above about 37%, no sharp cut-off; inactive means mostly below about 20%;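 further: plate controls were negative control peptide for no effect and reference peptide for full effect; strong numbers were not always called active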
BH1578 lux ind: quorum light induction in luxS cqsA deficient V. cholerae; AID 588436; activation, % at 18.7 µM; 0.16% of 350,000 active; V. cholerae BH1578 lux reporter, luminescence, 6 h; in the data active means activation mostly above about 9.7%, no sharp cut-off; further: not every result past the cut was called active; inactives centre near 0; reference of the scale not given here
SARS 3CLpro inh: SARS-CoV 3CLpro protease inhibition; recombinant SARS-CoV 3CLpro, quenched FRET peptide cleavage; inhibition, % at 6 µM; 0.14% of 290,000 active; P0C6X7; in the data active means inhibition above about 12%
BioA inh: inhibitors of Mycobacterium tuberculosis BioA enzyme; 0.096% of 360,000 active; purified M. tuberculosis BioA enzyme, plate reader; inhibition, % at 9.99 µM; in the data active means inhibition above about 40%
GDH-TPI counter: inhibits GDH-TPI coupling enzymes, artifact for Mtb FBA screen; GDH-TPI coupled enzyme counterscreen, NADH absorbance; inhibition, % at 4.8 µM; 1.2% of 360,000 active; in the data active means inhibition above about 30%;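 further: 0% = DMSO wells and 100% = wells lacking the enzyme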
DUSP3 inh: DUSP3 (human) phosphatase inhibition; recombinant VHR phosphatase, pNPP absorbance; inhibition, % at 13.3 µM; 0.52% of 290,000 active; AID 1654; in the data active means inhibition above about 50%; further: some compounds called inactive have numbers as strong as hits
Target sequence (P51452 whole entry, looked up): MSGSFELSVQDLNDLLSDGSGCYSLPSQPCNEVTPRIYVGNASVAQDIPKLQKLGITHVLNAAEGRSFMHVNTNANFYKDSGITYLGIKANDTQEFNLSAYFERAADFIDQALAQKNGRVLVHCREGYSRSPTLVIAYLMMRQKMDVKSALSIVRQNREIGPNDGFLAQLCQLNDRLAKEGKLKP
Rv3671c inh: inhibits the M. tuberculosis serine protease Rv3671c; P9WHR9; inhibition, % at 5.96 µM; 0.048% of 320,000 active; AID 2606; in the data active means inhibition above about 38%;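 further: extracellular domain of Rv3671c used as enzyme; 0% = enzyme with DMSO and 100% = no enzyme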
UGM FP inh: blocks M. tuberculosis UGM enzyme; P9WIQ1; purified UGM, fluorescence polarization probe displacement; inhibition, % at 10 µM; 0.06% of 320,000 active; in the data active means inhibition above about 10%, passing the limit was not always enough
Target sequence (P9WIQ1 whole entry, looked up): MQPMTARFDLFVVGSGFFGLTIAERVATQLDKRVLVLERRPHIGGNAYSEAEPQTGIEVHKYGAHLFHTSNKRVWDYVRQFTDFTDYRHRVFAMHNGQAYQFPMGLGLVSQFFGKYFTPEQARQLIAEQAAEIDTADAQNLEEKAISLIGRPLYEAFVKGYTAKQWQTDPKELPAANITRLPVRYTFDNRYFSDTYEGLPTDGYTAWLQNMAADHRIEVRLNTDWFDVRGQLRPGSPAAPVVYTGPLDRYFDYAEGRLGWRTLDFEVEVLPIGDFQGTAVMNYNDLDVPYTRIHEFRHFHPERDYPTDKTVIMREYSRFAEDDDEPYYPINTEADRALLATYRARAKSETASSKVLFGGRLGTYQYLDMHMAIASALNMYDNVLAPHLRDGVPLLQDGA
FBA Mtb inh: inhibits M. tuberculosis FBA enzyme; P9WQA3; purified M. tuberculosis FBA, fluorescence read-out; inhibition, % at 1 µM; 2.3% of 360,000 active; AID 588726; in the data active means inhibition above about 27%;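 further: 0% = vehicle and 100% = reference inhibitor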
Target sequence (P9WQA3 whole entry, looked up): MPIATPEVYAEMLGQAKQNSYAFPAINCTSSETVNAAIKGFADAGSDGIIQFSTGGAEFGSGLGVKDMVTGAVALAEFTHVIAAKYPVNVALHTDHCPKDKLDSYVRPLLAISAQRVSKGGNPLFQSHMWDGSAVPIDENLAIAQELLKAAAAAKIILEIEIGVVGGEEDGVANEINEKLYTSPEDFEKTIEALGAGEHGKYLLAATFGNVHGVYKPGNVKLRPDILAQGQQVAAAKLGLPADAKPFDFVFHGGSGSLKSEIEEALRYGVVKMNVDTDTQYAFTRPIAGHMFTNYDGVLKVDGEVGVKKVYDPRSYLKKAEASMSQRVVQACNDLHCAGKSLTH
MazEF act: MazEF (E. coli) toxin RNase activation | P0AE70 | FAM/BHQ RNA-DNA oligo cleavage fluorescence, 5 h | activation, % at 20 µM | 0.32% of 350,000 active; in the data active means activation above about 50%
Target sequence (P0AE70 whole entry, looked up): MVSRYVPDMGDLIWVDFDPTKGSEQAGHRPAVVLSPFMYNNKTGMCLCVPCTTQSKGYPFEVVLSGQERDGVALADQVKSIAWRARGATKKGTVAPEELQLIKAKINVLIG
Active calls of the source: *; & = joins results of further samples. Only part of the results is shown; count on the stated rates, not on these rows.

O=C(CCC1CCCCC1)NNC(=O)NC12CC3CC(CC(C3)C1)C2 was read as PriA SSB inh 36, BH1578 lux ind 0.9, SARS 3CLpro inh -7, GDH-TPI counter -2, DUSP3 inh 0, Rv3671c inh 3, UGM FP inh 2.8, FBA Mtb inh 1 and MazEF act -2.
Screening CCOC(=O)CC(=O)CSc1nc(-c2ccccc2)cc(-c2ccccc2)c1C#N returned PriA SSB inh -20, BH1578 lux ind -0.3, SARS 3CLpro inh 2, GDH-TPI counter 4, DUSP3 inh 0, Rv3671c inh -10, UGM FP inh 3.0, FBA Mtb inh -2 and MazEF act 9.
`COc1cccc(CNC(=O)CCCCCNC(=O)N2CCn3c2nc2ccccc23)c1` gave PriA SSB inh -1, BH1578 lux ind -2.4, SARS 3CLpro inh -5, BioA inh -0.2, GDH-TPI counter 7, DUSP3 inh 21, Rv3671c inh -6, UGM FP inh -3.0, FBA Mtb inh -2 and MazEF act -3.
`O=C(NC1CCCCC1)C1CCN(C(=O)NCc2ccccc2)CC1` gave PriA SSB inh -5, BH1578 lux ind 3.0, SARS 3CLpro inh -2, BioA inh -0.8, GDH-TPI counter 7, DUSP3 inh 21, Rv3671c inh -13, UGM FP inh 4.7, FBA Mtb inh -1 and MazEF act 2.
O=C(NCCN1C(=O)S/C(=C\c2ccc(Cl)c(Cl)c2)C1=O)c1cnccn1 was read as PriA SSB inh -13, BH1578 lux ind -0.2, SARS 3CLpro inh 1, GDH-TPI counter -3, DUSP3 inh 9, Rv3671c inh -4, UGM FP inh 3.3, FBA Mtb inh -3 and MazEF act 13.
For O=C(CNC(=O)c1cccs1)NCC(=O)OCc1ccccc1Br the results were PriA SSB inh 1, BH1578 lux ind inactive, SARS 3CLpro inh -6, GDH-TPI counter 1, DUSP3 inh 2, Rv3671c inh -2, UGM FP inh -1.0, FBA Mtb inh -5 and MazEF act 8.
Screening Cc1ccc(C(=O)C=CNNC(=O)c2ccccc2)cc1 returned BH1578 lux ind -0.3, SARS 3CLpro inh 1, BioA inh -0.5, GDH-TPI counter 12, DUSP3 inh 34, Rv3671c inh 1, UGM FP inh -1.8, FBA Mtb inh 0 and MazEF act 6.
For Cc1nc2ccc(NC(=O)Cc3cccc(F)c3)cc2s1 the results were PriA SSB inh 6, BH1578 lux ind -0.2, SARS 3CLpro inh 5, GDH-TPI counter 1, DUSP3 inh 26, Rv3671c inh 5, UGM FP inh -2.8, FBA Mtb inh 4 and MazEF act -2.
`CCN(CC)CCSc1nnc2c3ccccc3n(CCc3ccccc3)c2n1` gave PriA SSB inh -23, BH1578 lux ind inactive, SARS 3CLpro inh -3, BioA inh 6.3, GDH-TPI counter 7, DUSP3 inh 15, Rv3671c inh 5, UGM FP inh 0.0, FBA Mtb inh 3 and MazEF act 20.
For CC(C)(C)OC(=O)CNC(=O)c1nc[nH]c1C(=O)NCc1ccccc1 the results were PriA SSB inh -4, BH1578 lux ind -0.4, SARS 3CLpro inh 1, BioA inh 0.1, GDH-TPI counter -2, DUSP3 inh 28, Rv3671c inh -4, UGM FP inh 1.2, FBA Mtb inh 3 and MazEF act 4.
Screening CC(C)(C)C(=O)COC(=O)c1ccc(O)cc1 returned PriA SSB inh -7, BH1578 lux ind 6.7, SARS 3CLpro inh -3, BioA inh -0.9, GDH-TPI counter 7, DUSP3 inh 36, Rv3671c inh 9, UGM FP inh 2.2, FBA Mtb inh -1 and MazEF act 0.
For Cn1nccc1NC(=O)c1nccnc1C(=O)O the results were PriA SSB inh -3, BH1578 lux ind -0.4, SARS 3CLpro inh 3, GDH-TPI counter -6, DUSP3 inh 23, Rv3671c inh 3, UGM FP inh -1.6, FBA Mtb inh -1 and MazEF act 1.
For O=C(CSc1nnc(COc2ccc(F)cc2)o1)N1CCCCC1 the results were PriA SSB inh -7, BH1578 lux ind -0.4, SARS 3CLpro inh 3, BioA inh -0.3, GDH-TPI counter 1, DUSP3 inh 3, Rv3671c inh 1, UGM FP inh -1.9, FBA Mtb inh -3 and MazEF act -3.
`O=C(NN=Cc1ccc([N+](=O)[O-])cc1)c1ccncc1` gave PriA SSB inh -6, BH1578 lux ind -3.8, BioA inh 0.6, GDH-TPI counter 40*, FBA Mtb inh 0 and MazEF act 2.
Cc1ccc(NC(=O)NCc2c(C)nn(C)c2C)cc1Cl was read as PriA SSB inh 3, BH1578 lux ind -1.0, SARS 3CLpro inh 1, GDH-TPI counter 3, DUSP3 inh 11, Rv3671c inh 10, UGM FP inh 0.0, FBA Mtb inh 8 and MazEF act 5.
`CC(=O)Nc1ccc(C(=O)OCC(=O)N(Cc2ccccc2)C(C)(C)C)cc1` gave PriA SSB inh -9, BH1578 lux ind inactive, SARS 3CLpro inh -6, BioA inh -0.7, GDH-TPI counter -3, DUSP3 inh 14, Rv3671c inh -1, UGM FP inh -3.3, FBA Mtb inh 2 and MazEF act -3.
For Cc1ccc(-c2nc3ccc(Cl)cc3n2OC(=O)N(C)C)cc1 the results were PriA SSB inh -16, BH1578 lux ind 3.4, SARS 3CLpro inh 2, GDH-TPI counter 6, DUSP3 inh -28, Rv3671c inh -24, UGM FP inh 1.7, FBA Mtb inh -1 and MazEF act -5.
`CCN(CC)CCN(C(=O)c1ccc(C(=O)c2ccccc2)cc1)c1nc2ccc(OC)cc2s1` gave PriA SSB inh 32, BH1578 lux ind -0.6, SARS 3CLpro inh -2, BioA inh -1.5, GDH-TPI counter -5, DUSP3 inh -2, Rv3671c inh -6, UGM FP inh 4.6, FBA Mtb inh 3 and MazEF act 3.
For Cc1cccc(NC(=O)C[n+]2ccccc2)c1 the results were PriA SSB inh -13, BH1578 lux ind -1.9, SARS 3CLpro inh -3, BioA inh -0.7, GDH-TPI counter -3, DUSP3 inh -2, Rv3671c inh 2, UGM FP inh 1.5, FBA Mtb inh 1 and MazEF act 9.
For COc1ccccc1-n1cnnc1SCC(=O)NC1CCCC1 the results were PriA SSB inh -9, BH1578 lux ind -1.6, BioA inh 0.6, GDH-TPI counter 13, Rv3671c inh 1, UGM FP inh -0.5, FBA Mtb inh 2 and MazEF act 1.
Screening NNC(=O)c1sc(-c2ccccc2)cc1N returned PriA SSB inh 7, BH1578 lux ind inactive, SARS 3CLpro inh 0, GDH-TPI counter 10, DUSP3 inh -11, Rv3671c inh 1, UGM FP inh 1.1, FBA Mtb inh 41* and MazEF act -6.
Screening O=C(c1ccc(=O)[nH]c1)N1CCN(S(=O)(=O)c2ccccc2)CC1 returned PriA SSB inh -14, BH1578 lux ind 4.2, SARS 3CLpro inh 4, BioA inh -0.1, GDH-TPI counter -8, DUSP3 inh -9, Rv3671c inh 8, UGM FP inh -1.7, FBA Mtb inh 1 and MazEF act 5.
For CCn1c(SC(C)C)nnc1-c1cc(-c2ccccc2)sc1N the results were PriA SSB inh 36, BH1578 lux ind -0.4, SARS 3CLpro inh 0, BioA inh 2.1, GDH-TPI counter 9, DUSP3 inh 5, Rv3671c inh 7, UGM FP inh -3.8, FBA Mtb inh -1 and MazEF act 2.
C[C@H]1CCC[C@@]2(O[C@H](CCO)C[C@@H](O)[C@@H]2O)O1 was read as PriA SSB inh -4, BH1578 lux ind inactive, BioA inh -1.1, GDH-TPI counter 12, Rv3671c inh -2, UGM FP inh 1.8, FBA Mtb inh 3 and MazEF act 6.
COC(=O)c1sc(-c2ccccc2)cc1NC(=O)c1ccc(OC)cc1 was read as PriA SSB inh -11&-14, BH1578 lux ind -0.2, SARS 3CLpro inh 3, GDH-TPI counter 5, DUSP3 inh 7, Rv3671c inh -7, UGM FP inh 1.2, FBA Mtb inh 6 and MazEF act -1.
CCCCOC(=O)Nc1ccc(C(N)=O)cc1 was read as PriA SSB inh -15, BH1578 lux ind inactive, SARS 3CLpro inh 5, BioA inh 0.4, GDH-TPI counter 1, DUSP3 inh 19, Rv3671c inh -9, UGM FP inh -0.2, FBA Mtb inh -3 and MazEF act 5.
O=C(CN1C(=O)C2C3c4ccccc4C(c4ccccc43)C2C1=O)N1CCOCC1 (centres undefined) was read as PriA SSB inh -5, BH1578 lux ind -0.5, SARS 3CLpro inh 2, BioA inh -0.4, GDH-TPI counter 2, DUSP3 inh 3, Rv3671c inh -7, UGM FP inh 0.3, FBA Mtb inh 0 and MazEF act 2.
Cc1ccccc1N=CC=C1OC(C)(C)C(C)(C)O1 was read as PriA SSB inh 3, BH1578 lux ind 1.4, SARS 3CLpro inh 6, BioA inh -1.4, GDH-TPI counter -5, DUSP3 inh -13, Rv3671c inh -4, FBA Mtb inh 2 and MazEF act 3.
Screening CC1CN(C(=O)c2ccccc2NS(=O)(=O)c2ccc(Cl)cc2)CC(C)O1 (centres undefined) returned PriA SSB inh -18, BH1578 lux ind inactive, BioA inh 0.3, GDH-TPI counter -4, Rv3671c inh 2, UGM FP inh 1.3, FBA Mtb inh 2 and MazEF act 12.
CC1(C)CC(NS(=O)(=O)OCC(Cl)(Cl)Cl)c2cc(C#N)ccc2O1 (centres undefined) was read as PriA SSB inh 6, BH1578 lux ind inactive, SARS 3CLpro inh 2, BioA inh -0.6, GDH-TPI counter 15, DUSP3 inh 20, Rv3671c inh -9, UGM FP inh 3.3, FBA Mtb inh 2 and MazEF act -1.
CCOC(=O)N1CCN(C(=O)CCc2nc3sc4c(c3c(=O)[nH]2)CCCC4)CC1 was read as PriA SSB inh -10, BH1578 lux ind -0.1, SARS 3CLpro inh -6, GDH-TPI counter 15, DUSP3 inh 9, Rv3671c inh 1, UGM FP inh -0.3, FBA Mtb inh 2 and MazEF act -3.
`Cc1cc(C(=O)NC2CCCCCC2)c2ccccc2n1` gave PriA SSB inh 1, BH1578 lux ind -0.8, BioA inh 0.2, GDH-TPI counter 9, Rv3671c inh -1, UGM FP inh 5.5, FBA Mtb inh 4 and MazEF act 2.
For CN(Cc1cn(C)c2ccccc12)C(=S)Nc1cc(F)cc(F)c1 the results were PriA SSB inh 15, BH1578 lux ind 3.7, SARS 3CLpro inh 3, GDH-TPI counter 3, DUSP3 inh 1, Rv3671c inh 3, UGM FP inh 2.6, FBA Mtb inh 3 and MazEF act -6.
`CC(=O)C1=C(O)C(=O)N(c2ccc(Br)cc2)C1c1ccc(Br)cc1` (centres undefined) gave PriA SSB inh -9, BH1578 lux ind inactive, SARS 3CLpro inh 5, BioA inh 4.4, GDH-TPI counter 18, DUSP3 inh -8, Rv3671c inh -1, UGM FP inh -0.2, FBA Mtb inh 2 and MazEF act 0.
`CC(=O)Nc1nc2ccc(C(=O)NC3CCCCC3)cc2s1` gave PriA SSB inh -6, BH1578 lux ind inactive, SARS 3CLpro inh -2, BioA inh -0.4, GDH-TPI counter 7, DUSP3 inh 16, Rv3671c inh -8, UGM FP inh 2.5, FBA Mtb inh 3 and MazEF act 5.
Screening CC(=O)NCCC(=O)NCC1(N(C)Cc2ccccc2)Cc2ccccc2C1 returned PriA SSB inh -15, BH1578 lux ind inactive, SARS 3CLpro inh 5, BioA inh -0.2, GDH-TPI counter -12, DUSP3 inh -2, UGM FP inh 3.6, FBA Mtb inh -3 and MazEF act 4.
`COc1ccc([C@H]2N[C@]3(CCCN(Cc4ccc(Br)cc4)C3=O)[C@H]3C(=O)N(Cc4ccccc4)C(=O)[C@@H]23)cc1` gave BH1578 lux ind inactive, BioA inh -1.2, GDH-TPI counter 12, FBA Mtb inh 2 and MazEF act 3.

Gathered by group, the compounds so far containing fluorine.
For Cc1nc2ccc(NC(=O)Cc3cccc(F)c3)cc2s1 the results were PriA SSB inh 6, BH1578 lux ind -0.2, SARS 3CLpro inh 5, GDH-TPI counter 1, DUSP3 inh 26, Rv3671c inh 5, UGM FP inh -2.8, FBA Mtb inh 4 and MazEF act -2.
For O=C(CSc1nnc(COc2ccc(F)cc2)o1)N1CCCCC1 the results were PriA SSB inh -7, BH1578 lux ind -0.4, SARS 3CLpro inh 3, BioA inh -0.3, GDH-TPI counter 1, DUSP3 inh 3, Rv3671c inh 1, UGM FP inh -1.9, FBA Mtb inh -3 and MazEF act -3.
For CN(Cc1cn(C)c2ccccc12)C(=S)Nc1cc(F)cc(F)c1 the results were PriA SSB inh 15, BH1578 lux ind 3.7, SARS 3CLpro inh 3, GDH-TPI counter 3, DUSP3 inh 1, Rv3671c inh 3, UGM FP inh 2.6, FBA Mtb inh 3 and MazEF act -6.
